# Nrf2 ARE act: activators of Nrf2 (ARE) signaling; AREc32 ARE-luciferase reporter (MCF7-derived line), luminescence, 24 h; Potency, µM (titrated, usually from 46.1 µM), for the others: top-dose activation, usual class: activators; 410,000 compounds, 0.31% hits; AID 624171; note: potency is the fitted concentration of half-maximal effect; % of control where 0% means no effect; nearly all actives have a fitted effect of over 65% in size
#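 Luminescent ARE reporter assay in AREc32_Fluc cells: overnight plating at 37 deg C, 24 hr compound incubation, Steady-Glo added, 30 min RT before reading.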
# CCT modulator: cytosolic chaperonin activity modulation; purified chaperonin ATPase assay, HTRF ADP detection, 30 min; activity change, % (test concentration not listed), hits read low; 360,000 compounds, 0.3% hits; in the data active = activity change below about -30%; note: % is set by controls: 0 for no effect and ±100 for the full control effect
#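 Enzyme 40 or 20 nM (batch-dependent) in Tris pH 7.4/KCl/MgCl2/DTT; cpd 76 uM single point; ATP 10 uM; 30 min 37 °C; Transcreener ADP HTRF detection, 30 min RT; ratio 665/615.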
# A549 viability: counter-screen for Nrf2 inhibitors: cytotoxicity in A549 cells | A549 ARE-Fluc cells, CellTiter-Fluor viability, 18-24 h | Potency, µM (doses to about 46 µM), for the others: at the highest dose activity change, negative = cytotoxicity, actives largely listed as inhibitors | 390,000 compounds, 0.16% hits | AID 504648; note: potency is the fitted concentration of half-maximal effect; % is set by controls: 0 for no effect and ±100 for the full control effect
#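 A549 ARE-Fluc cells in 5% FBS OPTI-MEM, 5000 cells/well, rested 2 h then exposed to compounds in concentration-response for 18-24 h at 37 °C. Viability by CellTiter-Fluor fluorescence (Ex 405/Em 525) after 30 min; luciferase luminescence (BugLite, 15 min, RT) read afterwards.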
# Nrf2 block: Nrf2 pathway inhibition | Potency, µM (titrated, usually from 46 µM), for the others: at the top dose activity change, negative = inhibition, usual class: inhibitors | 360,000 compounds, 2.1% hits | A549 ARE-Fluc reporter, luciferase luminescence, 18-24 h | AID 504444; note: potency is the fitted concentration of half-maximal effect; % is set by controls: 0 for no effect and ±100 for the full control effect; nearly all actives have a fitted effect of over 60% in size
#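 Nrf2 function is reported as luminescence of an ARE-controlled luciferase in A549 cells. Compounds were tested at several concentrations, and a CellTiter-Fluor read on the same wells flagged cytotoxicity.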
# ATXN viability: viability counter-screen for ATXN expression inhibitors; Potency, µM (doses to about 56.7 µM), hits mostly cytotoxic; S2 cells (HEK-293 line with an ATXN2-luciferase reporter) viability, CellTiter-Fluor protease fluorescence, 24 h; AID 651635; 400,000 compounds, 0.49% hits; note: potency is the fitted concentration of half-maximal effect; nearly all actives have a fitted effect of over 40% in size
# TGFb inhibitor: TGF-b pathway inhibition; HepG2 CAGA-GFP TGF-b/SMAD3 reporter, GFP fluorescence, 18 h; TGF-beta stimulated, 500 pg/mL final; Potency, µM (top dose mostly 46.1 µM), inactives show at the highest dose activity, negative = inhibition, hits mostly inhibitors; 410,000 compounds, 1.2% hits; note: potency is the fitted concentration of half-maximal effect; % is set by controls: 0 for no effect and ±100 for the full control effect; nearly all actives have a fitted effect of over 65% in size
#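 Inhibition of TGF-beta-driven CAGA-GFP reporter expression in HEPG2 cells is measured by cellular GFP fluorescence after 18 h stimulation with 500 pg/mL recombinant TGF-beta in 1% FBS medium at 37 degrees C.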
# HepG2 tox: HepG2 cytotoxicity, counter-screen for TGF-b inhibitors; HepG2 CAGA-GFP viability, ATP luminescence, 18 h; Potency, µM (top dose mostly 46.1 µM), for inactives: at the top dose activity change, negative = cytotoxicity, usual class: cytotoxic; 410,000 compounds, 0.76% hits; AID 588856; note: potency is the fitted concentration of half-maximal effect; some results filed as inactive show a strong effect at the top dose
#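 HepG2 CAGA-GFP cells (1000/well, DMEM with 1% FBS) received compound, then TGF-beta at 500 pg/mL final, and were incubated 18 hours at 37 degrees C. Viability was read by CellTiter-Glo luminescence. Media-only wells were set as complete cell-killing and DMSO as no toxicity.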
# Akt phos inh: blocks phosphorylation of Akt; Neuro2A IGF-stimulated pAkt S473 HTRF, 20 min; hits give low values; activity change, % for hits at 50 µM; 360,000 compounds, 0.32% hits; in the data active = activity change below about -80%; inconclusive = mostly about -51% to -80%; note: % is set by controls: 0 for no effect and ±100 for the full control effect
#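 Neuro2A cells in DMEM with 0.5% FBS, overnight at 37 deg C, given compound at single 50 µM final, then IGF (6 nM final) for 20 min at 37 deg C. Lysed; phospho-Akt Ser473 by HTRF after 24 h, 665/615 ratio.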
# MmCpn inh: M. maripaludis TRiC chaperonin inhibition | purified Mm-Cpn ATPase, ADP Transcreener TR-FRET | Potency, µM (titrated, usually from 76.9 µM), inactives show at the highest dose activity, negative = inhibition, usual class: inhibitors | 330,000 compounds, 0.031% hits | AID 504842; note: potency is the fitted concentration of half-maximal effect; % is set by controls: 0 for no effect and ±100 for the full control effect; nearly all actives have a fitted effect of over 80% in size
#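 25 nM Mm-CPN + cpd, 10 min 37°C; + 10 uM ATP, 30 min 37°C; buffer 30 mM Tris pH 7.4, 100 mM KCl, 5 mM MgCl2, 1 mM DTT; Transcreener ADP HTRF detection 30 min RT.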
# * marks the source's active call; other numbers are inactive results; i = inactive; ? = inconclusive; · = no result given; & = joins results of further samples; [ ] = remark or other dose. Unless noted, calls come from the whole dose curve; as a rule, active = well fitted curve in the direction sought with a large enough effect; inconclusive = small, poorly fitted or top-dose-only effect, or another doubt; inactive = no such curve, though single readings can be large; an effect the other way counts as inactive or inconclusive.
# The line under a structure holds: Nrf2 block	ATXN viability	CCT modulator	TGFb inhibitor	Nrf2 ARE act	Akt phos inh	HepG2 tox	MmCpn inh	A549 viability
- Cc1cc(C)cc(NC(=O)Cn2nnc(C(=O)NCc3ccco3)c2N)c1
→ -3%&7%	i	-1.2	?	1.9%&7.8%	i	-20%&-9%	?	-8%&-3%
- Cc1csc(=O)n1CCC(=O)OCc1nnc(-c2ccc([N+](=O)[O-])cc2)o1
→ -10%	i	-2.1	7%	0.2%	i	-2%	-2%	0%
- COc1cc(C(=O)NCCNC(=O)c2ccco2)cc(OC)c1OC
→ ?	i	-3.5	0%	8.6%	i	-18%	·	?
- O=[N+]([O-])c1ccc(NN=C(Oc2ccccc2)c2ccc([N+](=O)[O-])cc2)cc1
→ ·	·	-4.6	?	0.0%	i	-8%	·	·
- CCOC(=O)c1cccc(NC(=S)NC(=O)c2cccnc2)c1
→ -12%	i	1.5	8%	-0.6%[9.22 µM]	i	-12%	-1%	1%
- COc1ccc(C[C@H]2CN3C(=NC[C@@H]3C)N2CCNC(=O)CCC2CCCCC2)cc1
→ 8%	i	-1.3	6%	-0.2%	i	-29%	·	0%
- O=C(Nc1ccc(S(=O)(=O)N2CCOCC2)cc1)c1cccs1
→ -5%	i	-0.4	-4%	0.5%	i	1%	-4%	-6%
- Clc1ccc(OCCn2ccnc2)c2ccccc12
→ -14%	i	0.0	-6%	0.0%	i	-8%	·	-4%
- CCOc1ccc(/C=C2\SC(=S)N(CC(=O)N(CCO)C(C)(C)C)C2=O)cc1
→ 8%	?	0.2	2%	0.3%	i	11%	-2%	-21%
- Cn1cc(C(=O)NCc2ccc(F)cc2)cn1
→ 6%	?	-22	-10%	-0.7%	i	-1%	-1%	0%
- Cc1ccc(C)c(NC(=O)CCN2CCN(CCO)CC2)c1
→ ?	i	-1.3	-8%	0.3%	i	-11%	-1%	4%
- O=C1CC(c2cccc(O)c2)Oc2ccccc21 (centres undefined)
→ 2%	i	-0.8	-28%	?	i	-15%	0%	-6%
- Cc1ccc(SCc2ccc(C(=O)Nc3cccnc3)cc2)cc1
→ -6%	i	1.6	10%	0.3%	i	1%	0%	5%
- COc1ccc(-c2ccc(C(=O)Nc3cccc(Oc4ccccc4)c3)c3occc23)c(C)c1
→ ·	i	-2.1	-6%	0.1%	i	-25%	·	·
- Cc1ccc(C)c(N(C(=O)c2csnn2)C(C(=O)NC2CCCC2)c2ccncc2)c1 (centres undefined)
→ 0%	i	1.0	-2%	-0.1%	i	-3%	-5%	0%
- O=C(NCC1CCCCC1)C1(CC2CC(c3cccc(Br)c3)=NO2)CCNCC1 (centres undefined)
→ 24%	·	-5.4	?	7.4%	i	16µM*	3%	15%
- Cc1cc(N2CCCC(C(=O)Nc3cccc4ccccc34)C2)n2ncnc2n1 (centres undefined)
→ ?	i	0.2	4%	8.3%	i	-1%	2%	-6%
- N#CCCSC(=S)C1CCCC1=N (centres undefined)
→ ·	i	1.3	2%	4.2%	i	-22%	·	·
- CCCc1cc(=O)n2nc(N3CCC(C(=O)N4CCN(c5cccc(OC)c5)CC4)CC3)sc2n1
→ ?	i	-0.6	?	0.5%	i	-23%	1%	1%
- COc1cc2c(cc1OC)CN(CC(=O)NC(=O)NC(C)(C)C)CC2
→ -3%	i	-4.5	1%	0.2%	i	-10%	-1%	17%
- Cc1ccsc1C(=O)N1CCC1(C)C(=O)NS(=O)(=O)c1ccccc1C(F)(F)F (centres undefined)
→ ·	i	-0.1	-2%	-1.7%	i	-5%	·	·
- Cc1cccc(C)c1NC(=O)c1ccc2sc([C@@H]3O[C@H](CO)[C@H](O)[C@H](O)[C@H]3O)nc2c1
→ ·	i	-1.9	0%	-0.5%	i	-2%	·	·
- Cc1ccc(-c2ccc(CCC(=O)O)n2NC(=O)c2ccc([N+](=O)[O-])cc2)cc1
→ 23%	i	-1.3	-2%	0.1%	i	-1%	3%	-1%
- CCCCc1nn2c(=O)cc(COC(=O)c3ccccc3NC(=O)c3cccs3)nc2s1
→ ·	i	·	1%	0.8%	·	-24%	·	-3%
- CCc1cccc(NC(=O)CN(C)S(=O)(=O)c2cccc3nsnc23)c1
→ -9%	i	-2.4	-26%	0.1%	i	-8%	2%	-2%
- CC(=O)N/C(=C\c1ccccc1)C(=O)Nc1ccc(O)cc1
→ 1%	i	-7.1	8%	21%	i	5%	1%	-2%
- N#Cc1c(N)sc2c1CCN(CCc1ccccc1)C2
→ 1%	i	-1.4	8%	0.4%	i	2%	-2%	5%
- CC1=C(C(=O)OC2CCCCC2)C(c2ccc(C)o2)C2=C(CC(C)(C)CC2=O)N1 (centres undefined)
→ ?	i	-2.4	?	13%	i	9%	1%	2%
- Cc1cc(S(=O)(=O)N2CCOCC2)ccc1OCC(=O)NCc1ccccn1
→ 3%	i	1.0	18%	-0.5%	i	7%	-3%	-1%
- O=C(NC1CCCCC1)c1cc(Cl)nc2ccccc12
→ ?	i	-0.2	-4%	0.0%	i	0%	-8%	9%
- O=C(Nc1ccc2c(c1)OCCO2)C1CCN(C(=O)c2ccc(F)cc2)CC1
→ 8%	i	1.7	?	2.6%	i	-5%	-4%	3%
- O=C(NNC(=S)Nc1ccc(Cl)cc1Cl)C1CC1
→ 11%	i	-2.3	-9%	2.0%	i	1%	1%	-5%
- Nc1[nH]c(C(=O)c2ccccc2)c(-c2ccccc2C(F)(F)F)c1C(=O)NCc1ccc(F)cc1
→ ·	i	-2.2	·	-0.1%	i	·	·	·
- CCN(Cc1ccccc1)Cc1nnnn1Cc1ccccc1
→ ?	i	-4.3	-11%	0.3%	i	7%	0%	0%
- COc1ccc(N2CCN(C(=O)c3nc4nc(C)cc(C)n4n3)CC2)cc1
→ -22%	i	2.2	18%	-0.1%	i	18%	-1%	0%
- O=C(O)C(Cc1ccccc1-c1ccccc1)C(=O)O
→ 0%	?	1.2	0%	-0.4%	i	2%	-3%	-1%
- CCN1CCN(CC(O)COCc2ccccc2)CC1 (centres undefined)
→ 0%	i	-1.5	-4%	-1.0%	i	1%	-2%	-6%
- Cc1ccc(NC(=O)C(c2ccc(Cl)cc2)N2CCOCC2)cc1 (centres undefined)
→ 8%	i	1.0	8%	0.0%	i	1%	3%	1%
- Cc1ccc(CNC(=O)CS(=O)Cc2nc(-c3ccccc3Cl)oc2C)cc1 (centres undefined)
→ 7%	i	-3.4	?	4.4%	·	-14%	-6%	-6%
- COc1cc(OC)c(C(=O)OCC(=O)Nc2ccc(S(=O)(=O)N3CCOCC3)cc2)cc1OC
→ 4%	i	0.8	15%	1.2%	i	1%	2%	-8%

# The list goes on; the last 5 above are carried over.
# The line under a structure holds: Nrf2 block	ATXN viability	CCT modulator	TGFb inhibitor	Nrf2 ARE act	Akt phos inh	HepG2 tox	MmCpn inh	A549 viability
- O=C(O)C(Cc1ccccc1-c1ccccc1)C(=O)O
→ 0%	?	1.2	0%	-0.4%	i	2%	-3%	-1%
- CCN1CCN(CC(O)COCc2ccccc2)CC1 (centres undefined)
→ 0%	i	-1.5	-4%	-1.0%	i	1%	-2%	-6%
- Cc1ccc(NC(=O)C(c2ccc(Cl)cc2)N2CCOCC2)cc1 (centres undefined)
→ 8%	i	1.0	8%	0.0%	i	1%	3%	1%
- Cc1ccc(CNC(=O)CS(=O)Cc2nc(-c3ccccc3Cl)oc2C)cc1 (centres undefined)
→ 7%	i	-3.4	?	4.4%	·	-14%	-6%	-6%
- COc1cc(OC)c(C(=O)OCC(=O)Nc2ccc(S(=O)(=O)N3CCOCC3)cc2)cc1OC
→ 4%	i	0.8	15%	1.2%	i	1%	2%	-8%
- CC(=O)c1ccc(N2CCN(S(=O)(=O)c3ccc4c(c3)CCC(=O)N4)CC2)cc1
→ ·	i	·	-2%	-0.7%	·	-12%	·	·
- CN(C)c1cnn(-c2ccccc2)c(=O)c1Cl
→ ?	i	-0.9	-3%	0.7%	i	-1%	1%	2%
- Cc1nc(SCC(=O)N2CCN(C(=O)c3cccs3)CC2)c2c(C)c(C)sc2n1
→ 1%	?	1.6	-12%	1.7%	i	-39%	-4%	4%
- O=C(CN1C(=O)NC2(CCc3ccccc32)C1=O)Nc1ccc(Cl)cc1F (centres undefined)
→ ·	?	-2.1	-2%	3.0%	i	0%	·	·
- COc1ccc(-n2cc(CNCCc3cscn3)c(-c3ccccc3Cl)n2)cc1
→ 5%	?	-0.7	-23%	5.6%	i	-38%	-5%	-10%
- COc1cc2cc(CN(CCc3ccccc3C)C(=S)NCCCN3CCOCC3)c(=O)[nH]c2cc1OC
→ 2%	?	-1.2	1%	-0.7%	i	0%	1%	-4%
- Cc1cc(NC(=O)COC(=O)c2ccc(S(=O)(=O)C(F)F)cc2)n(-c2ccccc2)n1
→ 2%	i	-1.8	-25%	0.0%	i	-3%	-1%	0%
- O=C(Nc1ccc2nc(-c3cccnc3)[nH]c2c1)c1ccccc1F
→ ?	?	-25	-3%	-0.5%	i	-8%	1%	-1%
- Nc1nn(-c2ccccc2)nc1C(=O)OCc1c(F)cccc1Cl
→ ?	i	·	-7%	5.1%	·	-16%	·	-2%
- O=C(O)/C=C\C(=O)Nc1ccc(N2CCN(c3ccc(Cl)cc3)CC2)cc1
→ -3%	i	-0.6	9%	0.0%	i	-12%	0%	-4%

# In the list so far, two contain a cyano group.
# The line under a structure holds: Nrf2 block	ATXN viability	CCT modulator	TGFb inhibitor	Nrf2 ARE act	Akt phos inh	HepG2 tox	MmCpn inh	A549 viability
- N#CCCSC(=S)C1CCCC1=N (centres undefined)
→ ·	i	1.3	2%	4.2%	i	-22%	·	·
- N#Cc1c(N)sc2c1CCN(CCc1ccccc1)C2
→ 1%	i	-1.4	8%	0.4%	i	2%	-2%	5%
